TRPN1 ag: activates the zebrafish TRPN1 channel; HEK293 zebrafish TRPN1-YFP, Fluo-8 calcium fluorescence; 100% = response to 87 µM carbachol; activation, % at 3 µM; 220,000 compounds, 0.18% hits;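 active = activation above its plate's cutoff, the mean activation of test wells on that plate plus 3 SD, cut at about 19% in these data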;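 note: 0% = DMSO alone and 100% = 87 µM carbachol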
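System: zebrafish TRPN1-YFP in HEK293 cells / Dosing: 3 µM single point / Timing: dye loading 1 h at 37 °C, then 30 min room temperature / Signal: Fluo-8 calcium fluorescence, excitation 470-495 nm, emission 515-575 nm / Read-out basis: percent activation from peak over basal fluorescence ratio, control-normalized / Control set: high carbachol 87 µM, low DMSO alone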
S1P4 antagonist: human S1P4 receptor antagonism | O95977 | S1P4-expressing cells, antagonist mode, reporter read-out | inhibition, % at 4.98 µM | 220,000 compounds, 0.26% hits | AID 1510; in the data active = inhibition above about 29%;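 note: 0% = wells stimulated with agonist and 100% = vehicle wells without agonist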
S1P4 agonist: human S1P4 receptor agonism | O95977 | S1P4-expressing cell line, agonist reporter assay | activation, % at 4.98 µM | 220,000 compounds, 0.35% hits | AID 1509; in the data active = activation above about 11%;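 note: 0% = DMSO vehicle and 100% = reference agonist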
EP2 mod: modulators of human EP2 prostaglandin E2 receptor; EP2-expressing cells, cAMP HTRF FRET, PGE2 co-stimulation; induction, % at 25 µM; 260,000 compounds, 0.83% hits;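 active = compounds whose cAMP rise, as percent of the full-agonist control response, exceeds 60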;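 note: rat C6 glioma line stably carrying human EP2 under a CMV promoter; the protocol text gives 20 µM as final concentration; 100% = response of wells given 1 µM PGE2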
Target sequence (P43116 whole entry, looked up): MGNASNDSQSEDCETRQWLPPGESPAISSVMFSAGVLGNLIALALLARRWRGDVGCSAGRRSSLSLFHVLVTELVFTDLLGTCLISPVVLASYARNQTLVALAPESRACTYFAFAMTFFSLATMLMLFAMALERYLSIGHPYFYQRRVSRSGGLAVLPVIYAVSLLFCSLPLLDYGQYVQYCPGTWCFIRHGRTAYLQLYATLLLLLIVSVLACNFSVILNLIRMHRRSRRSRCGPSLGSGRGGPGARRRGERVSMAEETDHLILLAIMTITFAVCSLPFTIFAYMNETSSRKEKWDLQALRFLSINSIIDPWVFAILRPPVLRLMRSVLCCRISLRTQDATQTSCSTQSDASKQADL
m-calpain inh: inhibitors of pig calpain II | 220,000 compounds, 0.37% hits | purified calpain II, fluorogenic peptide substrate, 30 min | inhibition, % at 16 µM;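 active = inhibition above about 50%, limit read from the data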
Ba/F3 V617F tox: lowers viability of Ba/F3 cells expressing EpoR and JAK2V617F; 220,000 compounds, 1.1% hits; ATP luminescence; inhibition, % at 5.6 µM; AID 1446;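 active = inhibition above the campaign mean plus 3 SD over all tested compounds, cut at about 24% in these data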;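 note: cytokine-independent growth of Ba/F3 cells driven by EpoR plus mutant JAK2; 0% = DMSO-treated cells and 100% = JAK inhibitor I control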
BaF3 tox: parental Ba/F3 viability inhibition as JAK2V617F counter-screen | CellTiter-Glo ATP luminescence | inhibition, % at 5.6 µM | 220,000 compounds, 1.1% hits | AID 1486;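 active = inhibition above a per-campaign cutoff, the mean inhibition of all tested compounds plus 3 SD, cut at about 27% in these data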;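 note: 0% = DMSO wells and 100% = JAK Inhibitor I control wells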
TRPML3 ag: human mucolipin-3 channel agonism. HEK293 TRPML3-YFP, Fluo-8 calcium fluorescence; 100% = the carbachol control signal. activation, % at 3 µM. 220,000 compounds, 0.29% hits;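 active = activation above its plate's cutoff, the mean activation of the plate's test wells plus 3 SD, cut at about 12% in these data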;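 note: 0% = DMSO only wells and 100% = carbachol wells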
Target sequence (Q8TDD5 whole entry, looked up): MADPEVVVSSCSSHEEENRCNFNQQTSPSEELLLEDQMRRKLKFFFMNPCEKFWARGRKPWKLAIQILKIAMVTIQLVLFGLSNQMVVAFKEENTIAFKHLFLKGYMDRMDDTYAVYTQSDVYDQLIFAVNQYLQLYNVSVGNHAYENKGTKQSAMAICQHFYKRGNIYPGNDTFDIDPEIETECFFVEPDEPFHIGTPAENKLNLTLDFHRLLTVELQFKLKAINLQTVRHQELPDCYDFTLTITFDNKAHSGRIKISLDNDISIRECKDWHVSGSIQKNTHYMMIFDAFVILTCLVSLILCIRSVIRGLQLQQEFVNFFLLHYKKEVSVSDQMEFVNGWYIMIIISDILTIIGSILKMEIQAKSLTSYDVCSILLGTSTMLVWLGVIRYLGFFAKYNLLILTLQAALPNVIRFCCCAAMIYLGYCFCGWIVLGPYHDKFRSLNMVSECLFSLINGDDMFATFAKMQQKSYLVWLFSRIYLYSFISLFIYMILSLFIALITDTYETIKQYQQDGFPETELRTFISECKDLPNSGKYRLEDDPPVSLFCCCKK
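Test system – HEK293 line with stable expression of human TRPML3-YFP channel · Control set – carbachol 87 µM final as high control (100%), DMSO as low control (0%) · Signal – Fluo-8 calcium dye fluorescence, ex 470-495, em 515-575 nm · Incubation – 1-h 37 °C dye load, 5-s basal, 120-s post-compound reads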
PERK inh: blocks human PERK kinase. CHO PERK-DD fusion, SEAP luminescence translation reporter. 220,000 compounds, 0.17% hits. inhibition, % at 5.6 µM. Q9NZJ5;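 active = inhibition above the mean inhibition of all tested compounds plus 3 SD, set separately per screening campaign, cut at about 2.9% in these data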;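 note: PERK kinase domain activated by AP20187 dimerizer at 100 nM; 0% = DMSO with dimerizer and 100% = rapamycin at 8.4 µM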
Numbers without * were called inactive. An unsorted share of the library; about 3.6% have a hit in one of these screens.

Results for CC1CCN(C(=O)COc2ncnc3ccccc23)CC1 ?
TRPN1 ag: 1.8; S1P4 antagonist: -18; S1P4 agonist: 0.3; EP2 mod: 15; m-calpain inh: 7; Ba/F3 V617F tox: 2; BaF3 tox: 3; TRPML3 ag: 1.2; PERK inh: -0.6

Results for O=C(c1ccc(S(=O)(=O)Cc2ccccc2F)c([N+](=O)[O-])c1)N1CCCC1 ?
TRPN1 ag: 2.2; S1P4 antagonist: 4; S1P4 agonist: 1.4; EP2 mod: -14; m-calpain inh: 19; Ba/F3 V617F tox: -2; BaF3 tox: -1; TRPML3 ag: 1.1; PERK inh: 0.3

What do the screens show for `Cn1ncc2c(Nc3ccc(Br)cc3)nc(Nc3ccc(Br)cc3)nc21`?
TRPN1 ag: -1.8; S1P4 antagonist: -7; S1P4 agonist: 1.2; EP2 mod: 11; m-calpain inh: -41; Ba/F3 V617F tox: -2; BaF3 tox: 3; TRPML3 ag: 0.2; PERK inh: 1.6

What do the screens show for `O=c1c2c(-c3cccs3)csc2ncn1-c1ccc(Br)cc1`?
TRPN1 ag: -0.5; S1P4 antagonist: -13; S1P4 agonist: 0.6; EP2 mod: 22; m-calpain inh: -12; Ba/F3 V617F tox: 1; BaF3 tox: 3; TRPML3 ag: -0.1; PERK inh: -0.4

How did O=c1[nH]nc(-c2cccs2)c2ccccc12 do in these assays?
TRPN1 ag: -0.5; S1P4 antagonist: -4; S1P4 agonist: 1.6; EP2 mod: 21; m-calpain inh: -17; Ba/F3 V617F tox: 2; BaF3 tox: 9; TRPML3 ag: -0.7; PERK inh: 2.0

How did CCc1nc2ccccc2c(C(=O)OCC(=O)NCc2ccc3c(c2)OCO3)c1C do in these assays?
TRPN1 ag: -1.6; S1P4 antagonist: -6; S1P4 agonist: -0.3; EP2 mod: -59; m-calpain inh: 15; Ba/F3 V617F tox: 2; BaF3 tox: 3; TRPML3 ag: -0.5; PERK inh: -1.4

How did CCOCCCNC(=O)C(c1ccc(OC)cc1)N(Cc1cccs1)C(=O)c1ccccc1O (stereo not given) do in these assays?
TRPN1 ag: -1.0; S1P4 antagonist: 11; S1P4 agonist: -0.1; EP2 mod: 2; m-calpain inh: 20; Ba/F3 V617F tox: 1; BaF3 tox: 8; TRPML3 ag: 0.8; PERK inh: 0.8

What do the screens show for `O=C(O)C(=O)/C(=C\c1cccc(Cl)c1)c1ccc2ccccc2n1`?
TRPN1 ag: -0.6; S1P4 antagonist: -9; S1P4 agonist: 0.3; EP2 mod: 28; m-calpain inh: -207; Ba/F3 V617F tox: 3; BaF3 tox: 7; TRPML3 ag: 1.0; PERK inh: -0.4

What do the screens show for `O=C(O)Cc1ccc(-c2ccccc2-c2ccccc2)cc1`?
TRPN1 ag: 0.2; S1P4 antagonist: -6; S1P4 agonist: -1.0; EP2 mod: 34; m-calpain inh: -15; Ba/F3 V617F tox: 3; BaF3 tox: 6; TRPML3 ag: -0.5; PERK inh: 1.4

Results for CCC(C)NC(=O)[C@H](CSCc1ccccc1)N1Cc2ccccc2C1=O (stereo not given in full) ?
TRPN1 ag: 0.3; S1P4 antagonist: 4; S1P4 agonist: -0.3; EP2 mod: 12; m-calpain inh: 25; Ba/F3 V617F tox: 5; BaF3 tox: 8; TRPML3 ag: -0.1; PERK inh: -1.0

Results for CC1NC(=O)NC1CCCCCC(=O)Nc1ccc(F)cc1 (stereo not given) ?
TRPN1 ag: 2.8; S1P4 antagonist: -7; S1P4 agonist: 2.2; EP2 mod: -17; m-calpain inh: -18; Ba/F3 V617F tox: 1; BaF3 tox: 2; TRPML3 ag: 0.4; PERK inh: -0.6

What do the screens show for `COc1ccccc1NC(=O)Nc1ccc(-n2ccc(C(F)(F)F)n2)cc1`?
TRPN1 ag: 1.8; S1P4 antagonist: 6; S1P4 agonist: -1.8; EP2 mod: -39; m-calpain inh: 22; Ba/F3 V617F tox: 3; BaF3 tox: 15; TRPML3 ag: -0.1; PERK inh: 0.5

How did O=C1C(C=NCc2ccncc2)=C(O)c2ccccc21 do in these assays?
TRPN1 ag: -1.0; S1P4 antagonist: -8; S1P4 agonist: -3.7; EP2 mod: 23; m-calpain inh: -52; Ba/F3 V617F tox: -5; BaF3 tox: 2; TRPML3 ag: 0.3; PERK inh: -0.6

How did OCCN(Cc1ccccc1)Cc1cccc(C(F)(F)F)c1 do in these assays?
TRPN1 ag: -2.2; S1P4 antagonist: -1; S1P4 agonist: 2.1; EP2 mod: 36; m-calpain inh: 29; Ba/F3 V617F tox: 0; BaF3 tox: 10; TRPML3 ag: 0.1; PERK inh: 1.0

Results for O=C(CCN1C(=O)c2ccccc2C1=O)N1CCN(C2c3ccccc3-c3ccccc32)CC1 ?
TRPN1 ag: 3.0; S1P4 antagonist: -4; S1P4 agonist: -0.1; EP2 mod: -6; m-calpain inh: -32; Ba/F3 V617F tox: -1; BaF3 tox: -1; TRPML3 ag: 0.1; PERK inh: 0.4

What do the screens show for `Cc1ccc([N+](=O)[O-])cc1NC(=S)NC(=O)c1cccs1`?
TRPN1 ag: -0.1; S1P4 antagonist: -13; S1P4 agonist: 6.2; EP2 mod: 17; m-calpain inh: 1; Ba/F3 V617F tox: -3; BaF3 tox: 5; TRPML3 ag: 1.2; PERK inh: 1.0

What do the screens show for `CN(C(=O)COC(=O)c1cc(NS(=O)(=O)c2cc([N+](=O)[O-])ccc2Cl)ccc1O)C1CCCCC1`?
TRPN1 ag: -2.9; S1P4 antagonist: -3; S1P4 agonist: 1.2; EP2 mod: -40; m-calpain inh: -40; Ba/F3 V617F tox: -4; BaF3 tox: -1; TRPML3 ag: -0.8; PERK inh: -0.1

What do the screens show for `COC(=O)CN(c1ccc(OC)cc1OC)S(=O)(=O)c1ccccc1[N+](=O)[O-]`?
TRPN1 ag: 0.1; S1P4 antagonist: 11; S1P4 agonist: 0.3; EP2 mod: 40; m-calpain inh: -17; Ba/F3 V617F tox: -1; BaF3 tox: 3; TRPML3 ag: -0.6; PERK inh: 0.5

Results for Cc1ccc(-c2csc(NC(=O)CCNC(=O)c3ccc(Cl)cc3)n2)cc1 ?
TRPN1 ag: -1.6; S1P4 antagonist: 3; S1P4 agonist: -1.2; EP2 mod: 12; m-calpain inh: -40; Ba/F3 V617F tox: -2; BaF3 tox: 2; TRPML3 ag: 0.3; PERK inh: -0.1

How did COc1ccc(-n2c(SCC(=O)NCc3ccco3)nnc2-c2c[nH]c3ccccc23)cc1 do in these assays?
TRPN1 ag: 0.7; S1P4 antagonist: 12; S1P4 agonist: -1.0; EP2 mod: 2; m-calpain inh: 4; Ba/F3 V617F tox: 6; BaF3 tox: 7; TRPML3 ag: -0.5; PERK inh: -0.3

Results for O=C(NN1CCCCC1)c1cccc(COc2ccc(Cl)cc2)c1 ?
TRPN1 ag: 0.6; S1P4 antagonist: -12; S1P4 agonist: 0.2; EP2 mod: -32; m-calpain inh: 20; Ba/F3 V617F tox: 0; BaF3 tox: 6; TRPML3 ag: 0.6; PERK inh: 0.8

How did O=C(Cn1c(-c2ccccn2)nc2ccccc21)N/N=C/c1ccccn1 do in these assays?
TRPN1 ag: 3.1; S1P4 antagonist: -18; S1P4 agonist: 1.0; EP2 mod: -17; m-calpain inh: 33; Ba/F3 V617F tox: -1; BaF3 tox: 3; TRPML3 ag: 0.7; PERK inh: 0.1

Results for Fc1ccccc1Cc1noc(CN2CCN(Cc3ccc4c(c3)OCO4)CC2)n1 ?
TRPN1 ag: 0.0; S1P4 antagonist: -5; S1P4 agonist: 1.9; EP2 mod: -20; m-calpain inh: -3; Ba/F3 V617F tox: 1; BaF3 tox: 3; TRPML3 ag: 0.3; PERK inh: -0.1

What do the screens show for `CC1C(c2ccccc2)=[N+]([O-])C2(CCCC2)N1O` (stereo not given)?
TRPN1 ag: -0.6; S1P4 antagonist: 4; S1P4 agonist: 0.9; EP2 mod: 10; m-calpain inh: -8; Ba/F3 V617F tox: -4; BaF3 tox: 1; TRPML3 ag: 1.0; PERK inh: 0.9

What do the screens show for `COc1cccc(NC(=O)Nc2ccccc2C(N)=O)c1`?
TRPN1 ag: 0.7; S1P4 antagonist: 2; S1P4 agonist: 0.7; EP2 mod: -2; m-calpain inh: 8; Ba/F3 V617F tox: 0; BaF3 tox: -4; TRPML3 ag: 0.7; PERK inh: 1.8

Results for CCOC(=O)N1CCN(c2c(NCc3ccccc3OC)c(=O)c2=O)CC1 ?
TRPN1 ag: 0.4; S1P4 antagonist: -10; S1P4 agonist: 0.7; EP2 mod: 10; m-calpain inh: 1; Ba/F3 V617F tox: -2; BaF3 tox: -2; TRPML3 ag: -0.8; PERK inh: 0.6

What do the screens show for `CC(=O)NC(=S)Nc1ccc2oc(-c3cc(F)c(F)cc3Cl)nc2c1`?
TRPN1 ag: -0.9; S1P4 antagonist: -4; S1P4 agonist: 2.4; EP2 mod: 35; m-calpain inh: 3; Ba/F3 V617F tox: -1; BaF3 tox: 3; TRPML3 ag: 0.7; PERK inh: 0.8

Results for COc1ccc(NC(=O)CN(C)S(=O)(=O)c2cccs2)cc1 ?
TRPN1 ag: 0.6; S1P4 antagonist: -11; S1P4 agonist: 2.1; EP2 mod: -6; m-calpain inh: -8; Ba/F3 V617F tox: -2; BaF3 tox: 0; TRPML3 ag: 1.0; PERK inh: 0.5

How did Cc1ccc(S(=O)(=O)NNC2=NS(=O)(=O)c3ccccc32)c(C)c1 do in these assays?
TRPN1 ag: 1.5; S1P4 antagonist: -16; S1P4 agonist: 0.1; EP2 mod: -27; m-calpain inh: 19; Ba/F3 V617F tox: 3; BaF3 tox: 3; TRPML3 ag: 1.2; PERK inh: 0.1

What do the screens show for `CC(NCC1(N2CCOCC2)CCCCC1)C(=O)N1CCc2ccccc21` (stereo not given)?
TRPN1 ag: -0.3; S1P4 antagonist: -10; S1P4 agonist: 1.5; EP2 mod: -13; m-calpain inh: -30; Ba/F3 V617F tox: -2; BaF3 tox: 4; TRPML3 ag: 0.1; PERK inh: -0.5

Results for COc1cccc(/C=C2\Sc3ccc(C(=O)NCc4cccnc4)cc3N(C)C2=O)c1 ?
TRPN1 ag: 0.8; S1P4 antagonist: -15; S1P4 agonist: 3.6; EP2 mod: 6; m-calpain inh: 22; Ba/F3 V617F tox: -1; BaF3 tox: 1; TRPML3 ag: 0.3; PERK inh: 0.8

What do the screens show for `CCOc1ncccc1C(=O)OCC(=O)N(CC)c1ccccc1`?
TRPN1 ag: -0.2; S1P4 antagonist: -13; S1P4 agonist: 0.0; EP2 mod: 6; m-calpain inh: 1; Ba/F3 V617F tox: -3; BaF3 tox: -6; TRPML3 ag: 0.7; PERK inh: -0.4

What do the screens show for `O=[N+]([O-])c1cc(S(=O)(=O)C(F)(F)F)ccc1N1CCN(c2ccccc2)CC1`?
TRPN1 ag: -0.7; S1P4 antagonist: -2; S1P4 agonist: -1.9; EP2 mod: -42; m-calpain inh: 3; Ba/F3 V617F tox: -1; BaF3 tox: 0; TRPML3 ag: 0.9; PERK inh: 0.4

Bioassay records: PubChem BioAssay, several laboratories
